DENV2 CPE: DENV2-induced cell death inhibition; DENV2-infected cells, cytopathic effect rescue, plate reader; actives 1.7% (n = 350,000); CPE inhibition, % at 9.99 µM; in the data active means CPE inhibition above about 20%, passing the limit was not always enough; inconclusive means no clear call, values can overlap the other calls; tested in BHK-21 cells;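 further: 0% = median of neutral control wells and 100% = median of positive control wells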
PAX8 inh HTS: lowers PAX8-driven luciferase in RMG-I cells; RMG-I TPO-luciferase reporter, SteadyGlo, 24 h; inhibition, % at 12.6 µM; actives 1.2% (n = 360,000);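 active means mean replicate inhibition at least 60% with every replicate also reaching 60%; inconclusive means only one of the two criteria is met; inactive means mean below 60% and not all replicates reaching 60%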;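 further: luciferase light reporting Pax8 driven TPO promoter activity; plate controls were median of neutral control wells for no effect and mitoxantrone controls for full effect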
ERp5 block: inhibitors of human ERp5 | ERp5 insulin aggregation, absorbance 650 nm, 90 min | actives 0.05% (n = 350,000) | Q15084 | inhibition, % at 9.99 µM;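 active means mean replicate inhibition above about 25%, with every replicate also reaching it, limit read from the data, passing the limit was not always enough; inconclusive means only one of those two criteria met; inactive means neither criterion met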
Target sequence (Q15084 whole entry, looked up): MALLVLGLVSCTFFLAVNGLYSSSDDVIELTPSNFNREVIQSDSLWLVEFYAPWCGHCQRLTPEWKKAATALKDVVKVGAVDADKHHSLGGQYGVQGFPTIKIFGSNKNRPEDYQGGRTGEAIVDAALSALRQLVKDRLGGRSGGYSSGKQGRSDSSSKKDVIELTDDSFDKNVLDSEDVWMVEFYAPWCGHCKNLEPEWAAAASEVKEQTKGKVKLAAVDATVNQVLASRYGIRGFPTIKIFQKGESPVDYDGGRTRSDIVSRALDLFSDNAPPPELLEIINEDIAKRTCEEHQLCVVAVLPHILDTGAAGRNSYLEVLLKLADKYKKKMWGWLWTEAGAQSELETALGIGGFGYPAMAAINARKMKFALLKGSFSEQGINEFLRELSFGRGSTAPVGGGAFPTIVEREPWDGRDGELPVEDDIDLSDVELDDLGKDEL
ARNT-TACC3 inh: disrupts binding between human ARNT and TACC3 | actives 0.66% (n = 390,000) | AlphaScreen His-ARNT PAS-B/GST-TACC3 binding, luminescence; TACC3 fragment carries E629A point mutation | inhibition, % at 9.99 µM | Q9Y6A5;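 active means mean inhibition of replicates at least 50% and at least half of replicates each reaching 50%; inconclusive means half or more replicates reach 50% but mean below 50%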;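 further: 0% = complete ARNT plus TACC3 wells and 100% = ARNT alone without TACC3; many hits fall short of the cut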
CFTR F508del cor: correctors of CFTR F508del function in bronchial epithelial cells | CFBE cells, YFP halide quenching; stimulated with forskolin plus potentiator P3; % fluorescence drop versus neutral controls | actives 0.36% (n = 350,000) | activity (quench increase), % at 7.58 µM | AID 720511;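 active means mean added fluorescence quench of at least 8% versus neutral control, with both replicates also reaching 8%; inconclusive means only one of the mean or replicate conditions met; inactive means mean below 8% and not both replicates reaching 8%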;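 further: cells transiently co-express mutant CFTR-F508del with the halide-sensitive YFP; corrector assay measuring rescue of mutant channel to the surface after 24 h compound exposure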
EWS-Fli block: inhibitors of EWS/Fli oncoprotein transcriptional activity. actives 0.67% (n = 350,000). A673 NR0B1-luciferase reporter, viability-normalised. AID 651661. inhibition, % at 12.6 µM;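 active means mean inhibition of at least 50% after viability correction, with every replicate also passing that limit; inconclusive means mean reaches 50% but only one of two replicates passes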;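 further: firefly luciferase signal divided by Alamar Blue viability fluorescence both relative to DMSO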
XiGFP reactiv: reactivates the inactive X chromosome in mouse fibroblasts. XiGFP mouse fibroblasts, % GFP-positive cells imaging, 3 d; cells co-treated with 5-aza-dC sensitizer; scaled so ellipticine positive control = 100%. activation, % at 7.58 µM. actives 0.055% (n = 360,000);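 active means mean normalized replicate activation at least 10% and every replicate at or above 10%; inconclusive means only one of the two criteria met; inactive means mean below 10% and not all replicates reach 10%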;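 further: 0% = median of on-plate neutral control wells and 100% = ellipticine 6 µM median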
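System: 68-5-11 XiGFP fibroblast line | Buffer or medium: DMEM containing 5-aza-dC | Compound: Single point | Times: Compounds 3 days, fix/stain 15 min at room temperature | Benchmarks: Positive control ellipticine, 6 µM final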
GSIS activator: GLuc luminescence reporter in INS-1E cells, primary screen for activators of glucose-dependent secretion of insulin; INS-1E GLuc reporter insulin secretion, 2-3 h; actives 0.61% (n = 370,000); activation, % at 16.6 µM;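 active means lowest replicate activation of at least 40%, so every replicate reaches that level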;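 further: 0% = median of neutral control wells and 100% = median of IBMX positive control wells; some compounds called inactive have numbers as strong as hits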
* marks the source's active call; other numbers are inactive results; u = inconclusive; x = no result given; & = joins results of further samples.

SMILES | DENV2 CPE | PAX8 inh HTS | ERp5 block | ARNT-TACC3 inh | CFTR F508del cor | EWS-Fli block | XiGFP reactiv | GSIS activator
COc1ccc(S(=O)(=O)N(C)C[C@@H]2Oc3c(NS(=O)(=O)c4c(C)noc4C)cccc3C(=O)N([C@H](C)CO)C[C@@H]2C)cc1 | 3 | -25 | -2 | x | -2.9 | 1 | -0.5 | 2
Cc1ccc(C(=O)NCCC(=O)N2CCOCC2)cc1 | 7 | -160 | 6 | -5 | -0.6 | -61 | 0.1 | -6
NC(=O)c1c(NC(=O)C(=O)N2CCOCC2)sc2c1CCCC2 | -7 | -5 | 11 | -35 | 2.5 | -11 | 0.0 | 1
CC(=O)c1c(C)[nH]c(C(=O)OCc2ccc(F)cc2Cl)c1C | -4 | -17 | 2 | -4 | -2.6 | 2 | 0.1 | 17
C[C@H](CO)N1C[C@H](C)[C@@H](CN(C)S(C)(=O)=O)Oc2ccc(NC(=O)Cn3cnnn3)cc2CC1=O | 9 | -14 | x | -8 | -3.3 | -6 | -0.1 | 6
Cc1cccc(N(C(=O)c2snc(C(N)=O)c2N)C(C)C(=O)NCC2CCCO2)c1 (stereo not drawn) | -3 | -1 | -6 | -13 | -0.7 | 0 | 0.0 | 9
CCOc1ccc(-n2ccnc(SCC(=O)NCc3cccc(OC)c3)c2=O)cc1 | 0 | 0 | -5 | 4 | 0.0 | 5 | 0.2 | -9
C[C@H](CO)N1C[C@H](C)[C@H](CN(C)Cc2ccccc2)Oc2ncc(C#Cc3ccc(F)cc3)cc2C1=O | 0 | x | 5 | 3 | 1.9 | 5 | -0.1 | -21
O=C(CN1CCN(Cc2ccccc2)CC1)N/N=C/c1cccs1 | 1 | 10 | -4 | -4 | 1.4 | 1 | 0.0 | x
Cc1cccn2c(=O)c3cc(C(=O)NCC(C)C)sc3nc12 | -2 | 13 | 0 | -4 | -2.6 | -18 | 0.2 | 10
Cc1cc(C)c(S(=O)(=O)Nc2ccc(C(=O)O)cc2)cc1S(=O)(=O)Nc1ccc(C(=O)O)cc1 | 5 | 0 | x | 6 | 1.9 | -4 | -0.1 | -10
Cc1ccc2c(c1)C(c1ccccc1)N(C(=O)CC(C)C)CC(=O)N2 (stereo not drawn) | -1 | 21 | 2 | -2 | -2.5 | 4 | -0.1 | 4
CCOC(=O)C(C)(C)n1nnc(-c2ccc([N+](=O)[O-])cc2)n1 | -2 | -40 | 1 | -16 | -0.9 | -1 | 0.0 | 2
COc1ccc(N2CCN(C(=O)COC(=O)c3cccc(S(=O)(=O)Nc4cccc(C)c4)c3)CC2)cc1 | 16 | 10 | -1 | 2 | -0.1 | -12 | 0.0 | -10
C[C@H](CO)N1C[C@H](C)[C@@H](CN(C)S(=O)(=O)c2ccccc2)OCCCC[C@H](C)Oc2ccc(NC(=O)c3ccncc3)cc2C1=O | -10 | 4 | -3 | -6 | 0.7 | -2 | 0.0 | -11
C[C@@H]1CN([C@H](C)CO)C(=O)c2cc(NC(=O)Nc3ccccc3)ccc2O[C@@H]1CN(C)Cc1ccc(C(F)(F)F)cc1 | -11 | x | -2 | -3 | -1.1 | -2 | -0.1 | -12
O=C(NCC1CCCO1)c1cc(-c2ccncc2)nc2ccccc12 (stereo not drawn) | x | 2 | -4 | -3 | 2.9 | 1 | 0.0 | 2
COCC(=O)Nc1ccc2c(c1)C(=O)N(C)C[C@H](OC)[C@@H](C)CN(C(=O)c1ccncc1)[C@H](C)CO2 | 12 | x | -3 | -8 | 0.9 | -4 | 0.3 | 10
C[C@H](CO)N1C[C@H](C)[C@@H](CN(C)C(=O)NC2CCCCC2)Oc2c(NS(=O)(=O)c3cccs3)cccc2C1=O | -1 | 3 | -2&-9 | -3&-6 | 3.5&0.4 | -6&-8 | -0.1&0.0 | 3&-18
CCCCOc1ccc(C(=O)Nc2cccc(-n3cnnn3)c2)cc1OC | 8 | 18 | -5 | -2 | 0.1 | x | 0.0 | 3
CC(=O)c1ccc(N2CCN(C(=O)c3ccc4c(=O)[nH]c5c(C(=O)NC6CCCC6)sc(=S)n5c4c3)CC2)cc1 | -2 | -9 | -20 | x | 2.3 | -1 | -0.1 | x
CCOc1nc(-c2ccccc2)c2cc(C)ccc2n1 | 2 | -7 | 6 | -3 | -0.7 | 10 | 0.3 | 6
Cc1noc(C)c1CNCc1ccccc1 | 2 | -4 | 2 | -19 | 2.7 | -20 | 0.0 | x
O=C(OCC(=O)N1CCc2ccccc2C1)c1ccc(Cl)c([N+](=O)[O-])c1 | 0 | 12 | -3 | -9 | 3.9 | 11 | -0.1 | -10
COCC(=O)N(C)C[C@H]1[C@H](c2ccccc2)[C@@H](CO)N1C(=O)Cc1cccnc1 | -8 | -7 | 0 | -5 | 2.7 | -11 | 0.1 | 3
Cc1cc(NC(=O)c2ccc([N+](=O)[O-])cc2Cl)ccc1NC(=O)c1ccco1 | -23 | -8 | -1 | -6 | -2.1 | -27 | 0.1 | 14
COc1ccc(N2CC(C(=O)N3CCN(c4ccccc4)CC3)CC2=O)cc1 (stereo not drawn) | 18 | 10 | 2 | 8 | -1.3 | x | 0.1 | 2
Cc1cc(C(=O)CSc2nnc(-c3ccc4c(c3)OCO4)o2)c(C)n1-c1ccc(F)cc1 | 10 | 16 | -2 | 6 | x | 1 | -0.1 | -4
CC(=O)c1ccc(NC(=O)CCNC(=O)c2ccccc2Cl)cc1 | 6 | -15 | 2 | -4 | -2.2 | -2 | 0.0 | 10
O=S(=O)(c1ccccc1F)N1CCCCN2[C@H](CO)[C@H](c3ccc(-c4ccncc4)cc3)[C@H]2C1 | 3 | -8 | -4 | -1 | -0.2 | 12 | 0.4 | -7
Cc1ccc(NC2CCCN(C(=O)CSc3ccncc3)C2)cc1C (stereo not drawn) | 3 | 9 | 7 | -5 | -0.1 | -1 | 0.0 | -8
COc1ccc(NC(=O)c2onc(C)c2Cl)cc1OC | -6 | -28 | 1 | 1 | -0.2 | -28 | -0.1 | 6
CS(=O)(=O)N1CCN(c2ccccc2NC(=O)c2ccco2)CC1 | -2 | x | -4 | -4 | 3.6 | -5 | x | 42*
CCN1C(=O)/C(=C/N(C)c2ccccc2)OC1=S | 0 | x | -5 | 12 | 1.2 | -49 | x | -2
O=C(Nc1cc(SCCO)cc([N+](=O)[O-])c1)c1ccc(Br)o1 | x | 9 | x | -3 | x | x | 0.0 | -15
CC(C)(C)[Si](C)(C)OC[C@@H]1[C@H]2c3ccccc3O[C@]1(C)NC(=S)N2C(=O)c1ccccc1 | -2 | 95* | 5 | x | 2.2 | 10 | x | x
C/C=C/C(=O)OCC(=O)Nc1cc([N+](=O)[O-])ccc1Cl | x | 1 | x | -8 | x | x | -0.4 | -4
N#CC1=C(N)OC2=C(CCc3ccccc32)C1c1ccccc1Cl (stereo not drawn) | 2 | 27 | -7 | x | 10* | 29 | 0.8 | 7
CC(=O)Nc1ccccc1Sc1ccc2c3c(cccc13)C(=O)N(c1ccc(C)cc1)C2=O | x | 15 | x | -31 | x | x | 0.0 | 9
COc1ccc(-c2ccc(=O)n(Cc3ccccc3)n2)cc1 | 1 | -26 | 4 | 0 | 0.3 | -14 | 0.0 | -9

Reprinted from the part before: 2 entries, followed by the next part.
SMILES | DENV2 CPE | PAX8 inh HTS | ERp5 block | ARNT-TACC3 inh | CFTR F508del cor | EWS-Fli block | XiGFP reactiv | GSIS activator
CC(=O)Nc1ccccc1Sc1ccc2c3c(cccc13)C(=O)N(c1ccc(C)cc1)C2=O | x | 15 | x | -31 | x | x | 0.0 | 9
COc1ccc(-c2ccc(=O)n(Cc3ccccc3)n2)cc1 | 1 | -26 | 4 | 0 | 0.3 | -14 | 0.0 | -9
C[C@H]1CN([C@@H](C)CO)C(=O)c2cccc(NC(=O)Nc3ccccc3)c2O[C@@H]1CN(C)Cc1ccc(C(F)(F)F)cc1 | 3 | 3 | 1 | 4 | -1.4 | 5 | -0.9 | -9
O=C(C[C@@H]1CC[C@@H]2[C@H](COC[C@H](O)CN2C(=O)Nc2ccc(C(F)(F)F)cc2)O1)NCC1CCCCC1 | -2 | x | -3 | 0 | 1.2 | x | 0.0 | -32
CCOC(=O)c1cnc2c(C)cc(Cl)cc2c1N1CCN(C)CC1 | 0 | 28 | 5 | 2 | 0.1 | 21 | 1.2 | 17
CCCCn1c(N)c(N(CC(C)C)C(=O)C2CCN(c3ncnc4sc(C)c(C)c34)CC2)c(=O)[nH]c1=O | 0 | 22 | -3 | 16 | 0.2 | 16 | 0.0 | 23
O=C(COC(=O)CCc1c[nH]c2ccccc12)Nc1ccccc1C(F)(F)F | 9 | -15 | 1 | 1 | 2.7 | -11 | 0.0 | 21
CS(=O)(=O)c1cccc(C(=O)NCc2ccccc2)c1 | 3 | x | 0 | -2 | -1.9 | 7 | x | -2
COc1ccc(OCC(=O)Nc2ccccc2Cl)cc1 | u | 2 | 3 | -2 | 1.7 | 5 | 0.4 | -3
O=C(Nc1ccccc1F)N1CCCCN2[C@H](CO)[C@@H](c3ccc(C4=CCCC4)cc3)[C@H]2C1 | 19 | 9 | 3 | 1 | -0.8 | -14 | 0.1 | -22
Cn1cncc1C#Cc1ccc2c(=O)c3ccccc3oc2c1 | 0 | -224 | 3 | -1 | 0.0 | -88 | -0.3 | 3
CN1OC[C@@H]2CN(Cc3ccc4c(c3)OCO4)[C@H](c3ccc(N4CCCCC4)cc3)C[C@@H]21 | 1 | -14 | -1 | x | 2.2 | -9 | 0.4 | 2
COCCn1c(=S)[nH]c2cc(C(=O)NCCCN3CCOCC3)ccc2c1=O | 3 | x | -8 | -8 | 2.0 | -3 | x | 12
CC(C)c1ccc(S(=O)(=O)Nc2ccc(N3CCOCC3)cc2)cc1 | 1 | -28 | 4 | 13 | 0.3 | 0 | 0.5 | 0
CCCNC(=O)[C@H]1[C@H](CO)[C@H]2Cn3c(ccc(-c4cccc(OC)c4)c3=O)[C@@H]1N2CC | -6 | x | 4 | x | 2.3 | 3 | 0.3 | 1
CCS(=O)(=O)/N=C(\N)c1ccccc1 | x | x | 2 | -1 | -1.2 | 0 | x | 10
Cn1c(=O)c2c(ncn2CC(=O)Nc2ccc3c(c2)OCO3)n(C)c1=O | 0 | 4 | -7 | -17 | 1.2 | -2 | -0.1 | 15
COCc1cc(C)n(CC(=O)NCc2ccccc2)c(=O)c1C#N | 10 | -36 | -1 | x | -3.6 | 0 | 0.0 | -5
CNC(=O)Nc1cccc(-c2cc(-c3c(Cl)cccc3Cl)no2)c1 | 0 | -10 | 1 | -3 | -0.3 | 9 | 0.0 | x
CN(C)S(=O)(=O)c1ccc(NC(=O)COc2cccc3c2OC(C)(C)C3)cc1 | -7 | -7 | -5 | -1 | 0.7 | 8 | 0.5 | 7
O=S1(=O)CCOC[C@H](Cc2ccccc2)N1Cc1cccc(C(F)(F)F)c1 | -3 | 1 | -7 | -6 | -1.9 | 5 | -0.1 | -32
CC(=O)Nc1cccc(-c2nc3ccccc3n2C(C(=O)NC(C)(C)C)C2CC2)c1 (stereo not drawn) | -8 | -23 | 5 | x | 0.7 | -30 | 0.1 | 2
C[C@@H]1CN([C@H](C)CO)C(=O)c2c(c3ccccc3n2C)-c2ccccc2CO[C@H]1CN(C)S(=O)(=O)c1cccc(F)c1 | -2 | 93* | -4 | 6 | 1.3 | -2 | -0.3 | -8
Cc1nn(C(=O)c2cc3sccc3[nH]2)c(C)c1C | -8 | x | 5 | -1 | -1.8 | -95 | x | 14

Source: PubChem (Broad Institute)
